Assay outcomes deposited in PubChem by several laboratories.
TLR9-MyD88 inh: inhibitors of TLR9-MyD88 association in cells, primary screen, cell-based, CHO, BLA complementation, fluorescence. Toll-like receptor 9 (Homo sapiens) + Myeloid differentiation primary response protein …. CCF4 FRET ratio. inhibition, % at 4.98 µM. actives 0.21% (n = 340,000). AID 504734, 2011;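 active = inhibition above the mean over all tested compounds plus 3 SD, cut at about 21% in these data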;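 also: 0% = DMSO only wells and 100% = clavulanate BLA inhibitor control wells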
NR5A2 inv ag: LRH-1 (NR5A2) inverse agonists, primary screen, cell-based, luminescence, HEK293T, StAR-luciferase reporter; LRH-1 transfected, 24 h; actives 0.13% (n = 360,000); AID 602396, 2012; inhibition, % at 3.6 µM; Nuclear receptor subfamily 5 group A member 2 (Homo sapiens), O00482;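 active = inhibition above the mean inhibition of all tested compounds plus 3 SD, cut at about 73% in these data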;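 also: 0% = DMSO wells and 100% = reporter-only cells lacking LRH-1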
SRC2 inh: inhibition of GAL4-SRC2 driven luciferase reporter, primary screen, SRC2 inhibitor project, cell-based, luminescence | inhibition, % at 9 µM | AID 651957, 2012 | actives 0.17% (n = 370,000) | Nuclear receptor coactivator 2 (Homo sapiens), Q15596 | HEK293 GAL4-SRC2 luciferase reporter;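 active = inhibition above the mean inhibition of all tested compounds plus 3 SD, set per campaign, cut at about 52% in these data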;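 also: 0% = DMSO treated cells and 100% = cells given Gossypol at 36 µM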
EBV LMP1 NFkB: EBV LMP1-driven NF-kappaB luciferase reporter inhibitors, primary screen, cell-based, luminescence, single point; LMP1-induced NF-kappaB luciferase reporter cells; inhibition, % at 12.5 µM; actives 0.69% (n = 350,000); in the data active = inhibition above about 41%;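 also: 0% = neutral control wells and 100% = reference inhibitor control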
TROY NFkB inh: inhibitors of TROY-driven NF-kB signaling, primary screen, Q293 LMP1-TROYcd cells, NF-kB luciferase, uHTS | Q293 LMP1-TROYcd NF-kB luciferase reporter, 4 h | inhibition, % at 10 µM | actives 0.98% (n = 360,000) | AID 1347056, 2019;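 active = compounds whose plate-normalised and pattern-corrected inhibition of the luciferase reporter signal at the single screening dose is 50% or more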
NOD2 RIPK2 PPI: NOD2-RIPK2 binding disruptors in cells, primary screen, fluorescence, CHO cells, BLA complementation. Receptor-interacting serine/threonine-protein kinase 2 (Homo sapiens), O43353. CCF4 ratio. inhibition, % at 4.98 µM. actives 0.38% (n = 360,000). AID 624267, 2012; in the data active = inhibition above about 21%;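 also: 0% = vehicle only and 100% = reference blocker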
C8 TRAIL sens: viability loss with TRAIL in NB7+C8 cells, primary screen, TRAIL sensitizer project, cell-based, ATPlite luminescence. inhibition (viability loss, TRAIL sensitization), % at 10 µM. actives 1% (n = 360,000). AID 624354, 2012;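 active = compounds causing at least 50% loss of cell viability in the single-dose screen, relative to plate controls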
NCOA1 inh: SRC1 coactivator transcriptional activity inhibitors, primary screen, cell-based, luminescence | Nuclear receptor coactivator 1 (Homo sapiens), Q15788 | HEK293 GAL4-SRC1 luciferase reporter | inhibition, % at 3.6 µM | actives 0.12% (n = 360,000) | AID 588354, 2011;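 active = inhibition above the campaign mean plus 3 SD, with each screening campaign given its own cutoff, cut at about 60% in these data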;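 also: 0% = DMSO treated cells and 100% = gossypol at 36 µM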
Target sequence (Q15788 whole entry, looked up, the tested form may be a part): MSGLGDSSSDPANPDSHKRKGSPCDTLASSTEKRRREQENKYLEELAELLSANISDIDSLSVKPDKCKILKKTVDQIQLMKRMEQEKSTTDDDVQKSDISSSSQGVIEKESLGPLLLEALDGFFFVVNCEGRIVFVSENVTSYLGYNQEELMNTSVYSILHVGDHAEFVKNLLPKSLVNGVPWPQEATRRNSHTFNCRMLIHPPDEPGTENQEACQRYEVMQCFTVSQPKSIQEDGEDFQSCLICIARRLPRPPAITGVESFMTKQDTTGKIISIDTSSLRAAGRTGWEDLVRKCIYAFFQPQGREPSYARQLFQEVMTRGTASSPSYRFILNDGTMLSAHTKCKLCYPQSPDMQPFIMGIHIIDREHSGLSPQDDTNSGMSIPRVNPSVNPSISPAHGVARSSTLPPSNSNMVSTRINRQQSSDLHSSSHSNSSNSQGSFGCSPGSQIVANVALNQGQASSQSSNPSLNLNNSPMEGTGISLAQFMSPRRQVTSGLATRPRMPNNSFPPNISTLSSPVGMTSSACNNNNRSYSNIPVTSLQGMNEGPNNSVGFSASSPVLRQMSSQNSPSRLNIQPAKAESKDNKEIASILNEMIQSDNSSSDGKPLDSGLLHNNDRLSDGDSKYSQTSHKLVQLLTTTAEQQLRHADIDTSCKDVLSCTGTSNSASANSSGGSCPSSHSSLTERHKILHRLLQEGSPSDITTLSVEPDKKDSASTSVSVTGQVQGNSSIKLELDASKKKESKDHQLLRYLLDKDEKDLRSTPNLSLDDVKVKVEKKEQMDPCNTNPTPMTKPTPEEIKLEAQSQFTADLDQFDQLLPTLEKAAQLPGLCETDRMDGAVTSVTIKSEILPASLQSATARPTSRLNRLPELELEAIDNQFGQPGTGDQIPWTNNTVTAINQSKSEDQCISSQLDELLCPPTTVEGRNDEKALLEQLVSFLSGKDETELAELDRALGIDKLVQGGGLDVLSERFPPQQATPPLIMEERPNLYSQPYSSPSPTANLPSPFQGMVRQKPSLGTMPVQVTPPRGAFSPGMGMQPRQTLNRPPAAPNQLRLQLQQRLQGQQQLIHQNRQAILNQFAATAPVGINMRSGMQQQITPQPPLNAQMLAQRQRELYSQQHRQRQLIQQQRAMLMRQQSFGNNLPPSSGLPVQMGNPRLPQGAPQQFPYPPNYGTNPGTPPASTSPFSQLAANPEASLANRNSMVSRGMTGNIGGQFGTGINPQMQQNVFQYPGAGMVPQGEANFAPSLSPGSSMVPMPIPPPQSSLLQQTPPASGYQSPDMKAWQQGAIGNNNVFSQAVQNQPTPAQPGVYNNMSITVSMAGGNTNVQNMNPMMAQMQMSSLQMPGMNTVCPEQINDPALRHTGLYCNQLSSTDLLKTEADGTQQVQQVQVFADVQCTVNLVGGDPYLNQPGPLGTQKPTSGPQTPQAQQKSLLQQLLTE
COUP-TFII inh: NR2F2 transcriptional activity inhibitors, primary screen, cell-based, luciferase reporter, HEK293T, luminescence; actives 0.7% (n = 370,000); HEK293T NGFI-A luciferase reporter; AID 686940, 2013; inhibition, % at 8.6 µM;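 active = inhibition above a per-plate cutoff, mean inhibition of test wells between control levels plus 3 SD, cut at about 38% in these data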;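 also: cells cotransfected with COUP-TFII expression vector driving the NGFI-A reporter; 0% = median of COUP-TF2 test wells and 100% = reporter-only cells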
SRC3 inh: SRC3 coactivator transcriptional activity inhibitors, primary screen, cell-based, luminescence; AID 588352, 2011; HEK293 GAL4-SRC3 luciferase reporter; actives 0.17% (n = 360,000); inhibition, % at 3.6 µM;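 active = inhibition above a per-campaign cutoff, the mean of all compounds plus 3 SD, cut at about 60% in these data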;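 also: 0% = DMSO-treated cells and 100% = gossypol-treated cells at 36 µM; higher means less SRC3-driven luciferase light from the GAL4 reporter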
Vif inh: HIV Vif self-association inhibitors, primary screen, imaging, HEK293T, single point; HEK293T cells, Vif self-association by quenched fluorescence, 24 h; inhibition, % at 7.49 µM; actives 0.35% (n = 340,000); in the data active = inhibition above about 50%, passing the limit was not always enough; also: some results filed as inactive read as strong as hits
Starred values were filed as active, the others as inactive; . = no result given. Only part of the results is shown; count on the stated rates, not on these rows.

Each structure is followed by: TLR9-MyD88 inh | NCOA1 inh | NOD2 RIPK2 PPI | NR5A2 inv ag | COUP-TFII inh | SRC2 inh | C8 TRAIL sens | Vif inh | SRC3 inh | EBV LMP1 NFkB | TROY NFkB inh
(1) Cc1ccc(S(=O)(=O)Nc2c(C)n(C)n(-c3ccccc3)c2=O)cc1C(=O)NCc1ccccn1
    2 | -1 | -6 | 10 | -8 | -7 | -3 | 3 | 8 | -10 | 1
(2) CCOc1ccc(CCNC(=O)c2cccc(S(=O)(=O)N3CCN(C(C)=O)CC3)c2)cc1OCC
    -9 | -1 | -5 | -5 | 8 | -12 | 19 | -3 | -24 | 5 | -1
(3) COc1ccc(NC(=O)Nc2ccc3nsnc3c2)cc1
    -7 | -99 | -5 | -88 | -31 | -45 | 7 | -6 | -56 | -15 | -7
(4) COc1ccc(NC(=S)NNC(=O)c2ccc(S(=O)(=O)N3CCOCC3)cc2)cc1
    -16 | -14 | 5 | 3 | -3 | -10 | 1 | 8 | -14 | -2 | -14
(5) O=C(Nc1cc(S(=O)(=O)N2CCCCC2)ccc1N1CCCCC1)c1ccncc1
    12 | -2 | 2 | 3 | -22 | -59 | 16 | 4 | 8 | -6 | 7
(6) O=S1(=O)C[C@H](N2CCC(Cc3ccccc3)CC2)[C@@H](COCc2ccccc2)N1
    . | -2 | 0 | -4 | 8 | -19 | -4 | . | 7 | . | 1
(7) CSc1ncccc1C(=O)OCC(=O)N1CC2(C)CC1CC(C)(C)C2 (centres undefined)
    10 | -9 | 7 | 19 | -8 | -14 | 10 | 0 | -5 | 3 | -11
(8) CCOC(=O)c1ccc(Nc2cc(C)nc3ncnn23)cc1
    4 | -2 | -5 | 9 | -3 | -13 | 0 | 0 | -9 | 2 | -4
(9) c1ccc(-c2nnc3sc(-c4ccncc4)nn23)cc1
    4 | 4 | 4 | -15 | 2 | -14 | 6 | 2 | -1 | 2 | -9
(10) CCOC(=O)CSC1=Nc2ccccc2C2=NC(CC(=O)NCc3ccc4c(c3)OCO4)C(=O)N12 (centres undefined)
    2 | -2 | -11 | 13 | -3 | 3 | -3 | 2 | -42 | 3 | -5
(11) O=C(NC(c1ccccc1)c1c(O)ccc2ccccc12)c1ccccc1Cl (centres undefined)
    4 | -3 | -5 | 6 | -18 | -8 | 11 | 5 | 7 | -8 | 16
(12) Cc1ccc(C)c(OCCCN2CCc3ccccc3C2)c1
    7 | 3 | -6 | 15 | -2 | -15 | 12 | -3 | -2 | -1 | 1
(13) CC(C)CN(C(=O)c1cccc(Cl)c1)c1c(N)n(CC(C)C)c(=O)[nH]c1=O
    -1 | -10 | -12 | -4 | 9 | 7 | -9 | 5 | -11 | 1 | -10
(14) O=[N+]([O-])c1cccc(-n2nnnc2CNCc2ccccc2)c1
    6 | -7 | -7 | 7 | 5 | 10 | -4 | -5 | -3 | 1 | 12
(15) C[C@@H]1CN([C@H](C)CO)C(=O)CCCn2nncc2CO[C@@H]1CN(C)C(=O)C1CC1
    -8 | -3 | -10 | -26 | 14 | -15 | -8 | 4 | 1 | -7 | -11
(16) COc1ccc(S(=O)(=O)N2CCC[C@H]2C(=O)N2CCC[C@H]2C(=O)NCc2ccc(F)cc2F)cc1C
    . | . | 7 | -26 | -17 | -11 | -1 | . | . | . | 20
(17) CCCCCOC(=O)C1=C(C)NC(=O)NC1c1ccc(OC)cc1 (centres undefined)
    0 | 13 | -9 | 17 | -19 | 5 | -10 | -2 | 3 | 2 | 3
(18) CCOC(=O)c1sc2nc(CSc3nc4ccccc4n3CC)[nH]c(=O)c2c1C
    -8 | -4 | -4 | -7 | 8 | -23 | -16 | 2 | -8 | 3 | -13
(19) O=C1NC[C@@H](Cc2cccc3ccccc23)N(CCc2cccc(F)c2)C1=O
    . | . | -15 | 6 | 7 | -20 | -10 | . | . | . | 0
(20) CCOC(=O)[C@H]1[C@H]2COc3ccc(Cl)cc3[C@@H]2N2C(=O)CN(CC3CCCO3)C(=O)[C@@]12C (some centres undefined)
    0 | -2 | -1 | -10 | -4 | -8 | -2 | -5 | -30 | 13 | -11
(21) Cn1c(C(=O)N2CCOCC2)cnc1Sc1ncc(C(F)(F)F)cc1Cl
    9 | -4 | 2 | 1 | -4 | -39 | 8 | 7 | 3 | 4 | 17
(22) CCCn1c(CCC(=O)O)ccc1-c1ccc(OC)cc1
    -6 | 2 | 3 | 12 | 12 | 9 | -11 | -8 | 2 | -1 | -2
(23) COc1ccc(S(=O)(=O)N(CC(=O)N2CCN(c3ccccc3OC)CC2)c2ccccc2)cc1
    -2 | -8 | 2 | -10 | . | . | -3 | -26 | 1 | -7 | 28
(24) N#CCCn1c2ccccc2c2nc3ccccc3nc21
    0 | -22 | -13 | -14 | 0 | -14 | 11 | -9 | -1 | -29 | -4
(25) Cc1cccc(N2CCN(c3ccc4cc(S(=O)(=O)N5CCCCC5)ccc4n3)CC2)c1C
    1 | 16 | 9 | 11 | -12 | -11 | 16 | 4 | -18 | 8 | 8
(26) Cc1csc(NC(=O)CN2C(=O)c3ccccc3C2=O)c1C(N)=O
    . | 4 | 10 | 1 | -4 | -3 | 9 | -7 | 18 | . | -7
(27) N/C(=N\OC(=O)c1ccc2c(c1)OCO2)c1ccc(Br)cc1
    -1 | -34 | 1 | -38 | -16 | -73 | 16 | 4 | -36 | 0 | -44
(28) O=C(CCCOc1ccccc1)Nc1ccc(Cl)c(S(=O)(=O)N2CCOCC2)c1
    2 | 12 | -6 | 21 | 49* | 32 | 4 | -23 | 18 | 21 | 31
(29) CCOC(=O)N1CCC(NC(=O)Cn2nc(Cc3ccncc3)c3ccccc3c2=O)CC1
    -3 | 4 | -8 | 25 | 13 | -17 | 2 | 2 | 11 | -5 | -9
(30) COc1ccc(CNC(=O)C2(CC3CC(c4ccccc4)=NO3)CCN(C(=O)C3(C)CC3)CC2)cc1 (centres undefined)
    -7 | 7 | 2 | 7 | 4 | 5 | 7 | 2 | -21 | 0 | -6
(31) C=CCn1c(SCC(=O)Nc2ccc(O)cc2)nc2sc(CC)cc2c1=O
    4 | 1 | -3 | 16 | 9 | 19 | 11 | -5 | 0 | 0 | 7
(32) CCCCCC(=O)C(=O)c1ccc(O)cc1O
    0 | -20 | -7 | -6 | -1 | 17 | -15 | -4 | -2 | 1 | -23
(33) CCCCSc1nc(C)cc(SCC(=O)N/N=C/c2cccc(OC)c2O)n1
    6 | 15 | 0 | 12 | 9 | 35 | 3 | -16 | 27 | 15 | .
(34) CCc1nc(Nc2cc(OC)ccc2OC)c2oc3ccccc3c2n1
    0 | 2 | -1 | 8 | -14 | -6 | -7 | 1 | 8 | -8 | -12
(35) COC(=O)C1=C(C)NC(C)=C(C(=O)OC)C1c1ccc(N(C)C)cc1
    6 | 9 | -6 | -15 | 0 | -5 | 0 | 7 | 11 | 10 | 3
(36) CC(C)c1ccc(NC(=O)C(=O)C2C(=O)Nc3ccccc32)cc1 (centres undefined)
    5 | 5 | 2 | -1 | 5 | -15 | 17 | -5 | 12 | -3 | -20
(37) CCN(CC)C(=O)c1sc2nc(-c3ccccc3)ccc2c1N
    1 | 9 | 2 | 0 | -2 | -16 | 8 | -5 | 14 | -15 | 70*
(38) Cc1cc(C(=O)O)ccc1-c1ccc(/C=N/n2cnnc2)o1
    3 | -10 | -8 | -15 | 3 | 11 | 0 | -2 | 9 | 6 | 1
(39) Cc1ccc(NCCNc2ccc(C)cc2)cc1
    -4 | 0 | -1 | -7 | 2 | -7 | 2 | -1 | -8 | -7 | -51
(40) Cc1ccc(C(=O)N(CC(=O)NC2CCCCC2)c2ccccc2F)s1
    -4 | -2 | -9 | 7 | 37 | -30 | -10 | -26 | 16 | -4 | -32
(41) CCC(C)NC(=O)Nc1ccc(Br)cc1 (centres undefined)
    10 | -79 | 1 | -39 | -16 | -13 | 17 | -2 | -37 | -5 | -27
(42) CCOc1nc(NCCc2ccc(OC)c(OC)c2)nc(NC(C)(C)CO)n1
    3 | -2 | -4 | -10 | 11 | -12 | -4 | -10 | 1 | -2 | -1
(43) COc1ccc2nc(NNC(=O)c3cc(=O)c4ccccc4o3)sc2c1
    -7 | -24 | 2 | -3 | -24 | -28 | 48* | -13 | -28 | -3 | 42
(44) COc1cccc(CNC(=O)CCCNS(=O)(=O)c2cccs2)c1
    -10 | 0 | -1 | -10 | 11 | 6 | 3 | -9 | 1 | -1 | 0
(45) O=C(CN1CCCCCC1)Nc1ccccc1OC(F)F
    -6 | 9 | -2 | 16 | 6 | 3 | -13 | 24 | 5 | -36 | -11
(46) CC(=O)Nc1ccc(NC(=O)COc2ccc(Cl)cc2Cl)cc1
    0 | -52 | -6 | -62 | -13 | -11 | 5 | -12 | -39 | 0 | -26
(47) CCOC(=O)N/N=C/c1ccccc1OCc1ccc(Cl)cc1
    -10 | -19 | -4 | -25 | -8 | -52 | 2 | -3 | -14 | -12 | -39
(48) COC(=O)c1c(NC(=S)NN2CCOCC2)sc2c1CCCC2
    -5 | 2 | 5 | 11 | 0 | 1 | 1 | -1 | -4 | -8 | 1
(49) Cc1ccc(SC(C)C(=O)NCc2ccncc2)cc1 (centres undefined)
    -2 | -7 | -5 | 9 | -18 | -32 | 13 | -5 | -18 | -7 | -11
(50) N#CC1=C(Nc2ccccc2)SC=C(c2ccc(Cl)c(Cl)c2)N=C1N1CCOCC1
    1 | 5 | -4 | -16 | 0 | -21 | 0 | 8 | 11 | 9 | -35
(51) CCc1ccc(NCc2nc3ccccc3c(=O)[nH]2)cc1
    4 | -108 | 0 | -113 | -47 | -90 | 12 | 1 | -123 | -41 | 67*
(52) O=C(NC1CCCCC1)C(c1ccc(F)cc1)N(Cc1ccco1)C(=O)c1csnn1 (centres undefined)
    4 | 33 | 0 | 5 | -9 | -9 | -11 | -2 | -13 | -3 | -4
(53) COc1ccc(CSc2nc(C)cc(=O)[nH]2)cc1Br
    0 | -13 | 2 | -2 | -2 | 15 | -7 | . | -8 | 3 | 13

Compounds from the list above containing a COOH group (2):
Each structure is followed by: TLR9-MyD88 inh | NCOA1 inh | NOD2 RIPK2 PPI | NR5A2 inv ag | COUP-TFII inh | SRC2 inh | C8 TRAIL sens | Vif inh | SRC3 inh | EBV LMP1 NFkB | TROY NFkB inh
(22) CCCn1c(CCC(=O)O)ccc1-c1ccc(OC)cc1
    -6 | 2 | 3 | 12 | 12 | 9 | -11 | -8 | 2 | -1 | -2
(38) Cc1cc(C(=O)O)ccc1-c1ccc(/C=N/n2cnnc2)o1
    3 | -10 | -8 | -15 | 3 | 11 | 0 | -2 | 9 | 6 | 1
